High-throughput results from PubChem BioAssay.
GALR2 blocker = blocks the human galanin receptor 2. O43603. inhibition, % at 4 µM. GALR2-expressing cells, antagonist mode. hit rate 0.39% among 140,000; in the data active = inhibition above about 27%;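 note: cells stimulated with galanin 1-16 at roughly its EC80; 0% = agonist challenge control and 100% = basal control without agonist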
Target sequence (O43603 whole entry, looked up): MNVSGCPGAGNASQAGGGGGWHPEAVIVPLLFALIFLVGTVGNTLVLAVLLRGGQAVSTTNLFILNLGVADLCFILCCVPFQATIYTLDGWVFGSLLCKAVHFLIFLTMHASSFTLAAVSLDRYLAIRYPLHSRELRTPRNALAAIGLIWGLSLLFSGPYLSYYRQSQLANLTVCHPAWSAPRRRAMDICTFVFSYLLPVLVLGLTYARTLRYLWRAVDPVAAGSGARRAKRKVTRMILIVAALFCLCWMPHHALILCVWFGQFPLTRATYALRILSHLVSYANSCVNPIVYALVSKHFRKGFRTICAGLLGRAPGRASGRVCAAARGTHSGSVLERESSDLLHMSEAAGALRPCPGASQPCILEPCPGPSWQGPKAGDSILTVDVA
NPY-Y2 antag = NPY-Y2 (human) receptor antagonism | P49146 | hit rate 0.99% among 140,000 | AID 793 | NPY-Y2 expressing cells, antagonist mode | inhibition, % at 2.7 µM; in the data active = inhibition above about 17%;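 note: 0% = vehicle with agonist challenge and 100% = reference antagonist with challenge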
Target sequence (P49146 whole entry, looked up): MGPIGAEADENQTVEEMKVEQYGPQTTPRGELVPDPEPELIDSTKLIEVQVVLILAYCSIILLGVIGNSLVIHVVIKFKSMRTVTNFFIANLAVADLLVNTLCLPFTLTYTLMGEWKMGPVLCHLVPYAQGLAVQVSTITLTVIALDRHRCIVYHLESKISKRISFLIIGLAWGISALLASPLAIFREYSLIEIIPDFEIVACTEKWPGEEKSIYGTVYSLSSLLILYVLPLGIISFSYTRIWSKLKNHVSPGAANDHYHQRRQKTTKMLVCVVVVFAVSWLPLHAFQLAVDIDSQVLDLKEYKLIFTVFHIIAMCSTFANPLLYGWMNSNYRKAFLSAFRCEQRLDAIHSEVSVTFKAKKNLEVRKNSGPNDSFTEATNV
Yeast growth inh = chemicals that inhibit yeast BB579 growth in restrictive medium (lifespan-shortening candidates); S. cerevisiae BB579 growth, OD615, 48 h; inhibition, % at 10 µM; hit rate 0.51% among 140,000;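 active = inhibition above a set limit, 3 SD over the mean compound inhibition, cut at about 44% in these data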; note: inactives centre near -24
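System: Saccharomyces cerevisiae DeaD strain BB579, replicative lifespan model yeast. Buffer or medium: restrictive glucose-based CSMM-D medium. Doses: one dose, 10 µM compound with 0.25% DMSO. Timing: 4 h preincubation and 48 h exposure at 30 °C. Detection: turbidity as optical density at 615 nm. Benchmarks: amphotericin B 10 µg/mL, positive.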
MRP-1 activ = activators of MRP-1; H69AR cells + doxorubicin, viability rescue, CellTiter-Glo; hit rate 0.61% among 140,000; viability increase, % at 10 µM;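 active = viability gain under doxorubicin at or above a set limit, the compound median plus 3 SD, cut at about 4.7% in these data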;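 note: MRP-1 overexpressing cells given doxorubicin 25 µM after compound pretreatment; 18-22 h compound pretreatment then 72 h with doxorubicin before readout; 0% = doxorubicin-only wells and 100% = vehicle-treated cells without doxorubicin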
Measles CPE = protection of cells from measles virus; Measles virus-infected cells, CPE protection, absorbance; protection (pct of control), % at 4 µM; hit rate 1.5% among 140,000; in the data active = protection mostly above about 24%, no sharp cut-off; inactive = mostly below about 26%; note: some compounds called inactive have numbers as strong as hits
PTEN del growth = growth suppressors of cells with PTEN tumor suppressor deletion. viability, % at 10 µM. hit rate 1.2% among 140,000. AID 827. HCT116 PTEN-null viability, CellTiter-Glo, 60 h; active compounds read low;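 active = viability at or below a set limit, 4 SD under the median of all tested compounds, cut at about 3.7% in these data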;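 note: PTEN knockout HCT116 line with beta catenin targeted HCT116 as companion control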
Phagocytosis inh = blocks phagocytosis by macrophages; hit rate 0.07% among 110,000; J774A.1 macrophage IgG-bead phagocytosis, imaging; inhibition, % at 5 µM;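 active = inhibition above the mean of the plate negative controls plus 5 SD, cut at about 13% in these data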;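 note: phagocytic index as fraction of beads internalized from green versus red external bead signal; plate controls were DMSO negative control for no effect and cytochalasin-D positive control for full effect; some results beyond the cut were filed as inactive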
Yeast life ext = extends the lifespan of yeast | inhibition of the nicotinamide effect, % at 10 µM | hit rate 0.68% among 130,000 | S. cerevisiae growth with nicotinamide, OD615; deaD strain in restrictive glucose medium;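 active = inhibition above a set limit, placed 3 SD over the median of all compounds, cut at about 26% in these data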;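 note: 0% = nicotinamide-treated wells and 100% = cells grown without nicotinamide; some compounds called inactive have numbers as strong as hits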
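System: DeaD-strain S. cerevisiae / Buffer or medium: CSMM-D, restrictive glucose (dextrose) synthetic minimal medium / Probe or stimulus: nicotinamide, 1.5 mM, co-present with compound / Compound: one concentration, 10 µM, DMSO 0.25% / Incubation: 48 h compound exposure at 30 °C, humidified / Technique: optical density (absorbance) at 615 nm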
bCat KO growth = beta-catenin-lacking colon tumor cell growth suppression; HCT116 beta-catenin knockout viability, CellTiter-Glo, 60 h; active compounds read low; viability, % at 10 µM; hit rate 1.5% among 140,000; AID 818;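 active = viability at or under a set limit, the compound median less 4 SD, cut at about 6% in these data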;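 note: 0% = Hyamine 1622 control at 20 µM and 100% = untreated cell control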
E-sel TNF inh = TNF alpha driven E-selectin expression inhibition; HUVEC TNFa-induced E-selectin immunofluorescence, high content; inhibition, % at 2 µM; hit rate 0.71% among 120,000;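 active = inhibition above the batch mean plus 3 SD, and confirmed as a hit on visual image review, cut at about 43% in these data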;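 note: 0% = TNF-stimulated DMSO wells and 100% = unstimulated control wells; not every result past the cut was called active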
* marks the source's active call; other numbers are inactive results; x = not tested or not shown. Compounds were not picked by outcome; overall some 6.4% were active at least once.

#1 O=C(COC(=O)Cc1ccc(Br)cc1)NC12CC3CC(CC(C3)C1)C2
#2 O=C(CSc1nccc(=O)[nH]1)N1CCCc2ccccc21
#3 COC(=O)/C(=C1/Oc2cc3c(cc2S1)OCO3)C(F)(F)F
#4 CC(=O)Nc1ccc(S(=O)(=O)Oc2ccc(C(=S)N3CCC(O)CC3)cc2)cc1
#5 CCc1nnc(NC(=O)CSc2nnc(-c3ccccc3OC)n2-c2ccc(C)cc2)s1
#6 COCCNC(=O)c1c(CSc2ccc(F)cc2)noc1C(=O)NCc1ccccc1
#7 C=CCc1ccc(OCCOCCN(C)C)c(OC)c1
#8 Cc1ccc(C)n1-c1ccccc1N
#9 Cc1cc2ccccc2n2c(SCC(=O)NCc3cccs3)nnc12
#10 Cc1ccc(CSC2=NCCN2C(=O)c2ccco2)cc1

compound no.	1	2	3	4	5	6	7	8	9	10
GALR2 blocker	2	-3	10	3	12	-8	-11	15	-5	-10
NPY-Y2 antag	3	3	7	0	-1	9	1	0	1	6
Yeast growth inh	-68	-41	-58	4	-45	-23	-46	3	-17	0
MRP-1 activ	0.5	-3.4	2.3	-3.6	-1.2	-2.3	-1.9	-5.5	-3.1	2.4
Measles CPE	13	26	7	21	8	8	4	10	7	5
PTEN del growth	109	90	111	74	105	85	102	61	88	93
Phagocytosis inh	0	-1	x	-6	x	x	-1	x	3	0
Yeast life ext	3	-16	37*	5	8	-2	-2	x	-7	-14
bCat KO growth	104	82	107	66	98	85	92	68	97	86
E-sel TNF inh	-13	-52	-11	-5	3	-50	-25	-24	-1	x

#11 O=C(COC(=O)c1cccc(S(=O)(=O)N2CCOCC2)c1)Nc1nc(-c2ccccc2Cl)cs1
#12 O=C(CSc1nnc(-c2ccncc2)n1Cc1ccco1)Nc1ccccc1Cl
#13 O=[N+]([O-])c1ccc(N2CCN(S(=O)(=O)c3ccccc3)CC2)cc1NCCN1CCOCC1
#14 O=C(N/C(=C\c1cccnc1)C(=O)N1CCOCC1)c1cccc(Br)c1
#15 Cc1nn(C/C(C#N)=N\O)c(C)[n+]1N
#16 Cc1cc(=O)oc(C)c1C(=O)NCc1c(F)cc(F)cc1F
#17 COc1ccc(C(NC(=O)C(C)C)c2c(O)ccc3ccccc23)cc1OC (configuration not stated)
#18 CC(CNC(=O)CC(C)(C)C)NC(=O)CC(C)(C)C (configuration not stated)
#19 CCOc1ccccc1C1C(C(=O)OC)=CN(C)C=C1C(=O)OC
#20 O=C(CSc1nnc(Cc2ccccc2)n1Cc1ccco1)NC12CC3CC(CC(C3)C1)C2

compound no.	11	12	13	14	15	16	17	18	19	20
GALR2 blocker	-1	-2	0	-7	-3	-5	-2	2	-2	1
NPY-Y2 antag	-2	0	-1	1	5	-2	2	2	0	10
Yeast growth inh	-39	-22	-9	-35	-28	-16	-21	-5	-42	-47
MRP-1 activ	0.5	-3.3	-1.6	-1.8	-2.4	-1.8	-3.3	-0.8	-2.0	-1.7
Measles CPE	4	1	13	23	17	3	13	18	49*	15
PTEN del growth	80	100	66	94	94	94	95	94	51	78
Phagocytosis inh	x	-1	-1	0	-2	-1	-7	x	-3	1
Yeast life ext	-10	2	-6	9	-17	-1	2	x	3	-10
bCat KO growth	87	101	68	97	90	94	94	101	88	76
E-sel TNF inh	-6	x	3	-17	-35	x	x	2	12	-28

#21 CCOc1ccc(-c2nnn(CC(=O)c3ccc4c(c3)OCCO4)n2)cc1OCC
#22 CCCCOc1ccc(CSC2=NCCN2)cc1[N+](=O)[O-]
#23 CCOC(=O)c1cnn(CCOC(=O)c2ccccc2)c1NC(=O)c1ccccc1
#24 CCOC(=O)N1CCN(C(=O)CSCc2ccccc2)CC1
#25 O=C(CSc1ncn(-c2ccccc2)n1)Nc1nc(-c2ccccc2)cs1
#26 Cc1ccc(NC(=O)CSc2n[nH]c(C)c2[N+](=O)[O-])cc1
#27 COc1cc(C(=O)NCC2CCCO2)ccc1OCc1c(C)noc1C (configuration not stated)
#28 COC(=O)CSc1nnc(-c2ccccc2OC)o1
#29 Cc1ccc(C)c(-n2nnnc2Sc2nnnn2-c2ccccc2)c1
#30 CC1(N2CCOCC2)CC2(O)C(=[N+]1[O-])CCc1nonc12 (configuration not stated)

compound no.	21	22	23	24	25	26	27	28	29	30
GALR2 blocker	2	-1	4	6	2	5	7	-1	16	-4
NPY-Y2 antag	6	3	4	1	9	-1	-1	2	1	1
Yeast growth inh	-18	-1	-37	-22	-55	-20	-15	-7	-13	-15
MRP-1 activ	-0.1	-3.2	-2.2	-0.7	-2.0	-0.4	-1.2	-3.1	-5.1	-0.1
Measles CPE	4	7	10	15	3	16	14	5	0	8
PTEN del growth	80	69	88	101	89	103	89	94	1.8*	92
Phagocytosis inh	0	x	-10	-8	x	-9	0	-3	x	1
Yeast life ext	-10	-1	1	-1	x	2	-11	-16	-8	-24
bCat KO growth	85	52	86	101	90	94	98	108	2.0*	92
E-sel TNF inh	-2	5	13	x	-19	-4	x	-10	-4	2

#31 Cc1ccc(-n2nnnc2SCC(=O)NNC(=O)c2ccco2)c(C)c1
#32 O=C(Nc1cc(Sc2ccccn2)cc([N+](=O)[O-])c1)c1ccc(Cl)cc1
#33 CCOC(=O)c1sc(-c2ccccc2)cc1NC(=O)Nc1ccc([N+](=O)[O-])cc1
#34 Cc1cc(S(=O)(=O)N2CCN(c3c(C)cccc3C)CC2)ccc1F
#35 Cn1c(=O)c2c([nH]c(=O)n2C)n(C)c1=O
#36 CC(C)Cc1ccc(C(C)C(=O)OCC(=O)c2c[nH]c3ccccc23)cc1 (configuration not stated)
#37 COc1ccccc1OCC(=O)Nc1ccc(S(=O)(=O)N2CCCCCC2)cc1
#38 C=CCSc1nc(C)c(CC(=O)OCC(C)C)c(=O)[nH]1
#39 CC1CCCC(C)N1C(=O)Cn1cc(/C=C2/C(=O)Nc3ccccc32)c2ccccc21 (configuration not stated)
#40 O=C(NCCOc1ccccc1)c1cc2ccccc2o1

compound no.	31	32	33	34	35	36	37	38	39	40
GALR2 blocker	0	7	-2	-13	-2	-8	6	-3	6	-1
NPY-Y2 antag	1	6	0	14	4	6	1	6	7	9
Yeast growth inh	-33	-35	-22	-34	-24	-27	-54	-35	-19	-3
MRP-1 activ	-0.7	-0.4	-3.3	-3.0	-2.5	-3.2	-0.7	-2.3	-5.1	0.2
Measles CPE	2	5	4	0	18	4	18	4	3	9
PTEN del growth	101	63	5	49	100	77	93	95	51	93
Phagocytosis inh	x	x	0	2	x	x	0	0	1	8
Yeast life ext	-8	-10	4	1	-1	-5	-7	-12	-4	-18
bCat KO growth	109	68	10	54	105	70	87	97	58	91
E-sel TNF inh	21	22	x	-7	4	-7	-9	-39	11	-17

#41 O=C(COc1ccccc1)n1nc(-c2ccc(Cl)cc2)nc1NCc1ccco1
#42 COc1ccc(C(=S)N(C)C)cc1OC
#43 COc1ccccc1OCCCOc1ccc([N+](=O)[O-])cc1Cl
#44 COc1ccc(OC)c(NC(=O)Cc2coc3ccc(C)cc23)c1
#45 CCO/N=C(\C)c1c(O)cc(C(C)C)n(-c2ccccc2)c1=O
#46 COc1ccc(OCCCn2cc(/C=C3/C(=N)N4C=C(C)SC4=NC3=O)c3ccccc32)cc1
#47 O=C(NCCc1ccccc1)C1CCCN(S(=O)(=O)c2cccnc2)C1 (configuration not stated)
#48 Cn1ncc(N=Cc2ccc([N+](=O)[O-])cc2)c1C(=O)N1CCOCC1
#49 COc1ccc(S(=O)(=O)NCCc2csc(C)n2)cc1C
#50 CCCN1C(=O)c2ccccc2NC1c1ccc(OC)c(CSc2ccccn2)c1 (configuration not stated)

compound no.	41	42	43	44	45	46	47	48	49	50
GALR2 blocker	-10	2	-16	-2	1	4	5	3	5	-1
NPY-Y2 antag	0	2	14	7	2	1	2	3	1	6
Yeast growth inh	-77	-40	-26	-31	-5	-35	-27	9	-32	-6
MRP-1 activ	-1.1	-0.8	0.6	-1.8	-0.1	-2.3	-1.0	-2.3	-1.1	-1.6
Measles CPE	40*	14	3	2	20	5	5	25	27	4
PTEN del growth	62	84	57	70	99	42	103	99	91	72
Phagocytosis inh	x	x	0	-2	-2	x	0	0	-2	-4
Yeast life ext	-6	-13	-19	-2	1	4	-3	-8	-4	1
bCat KO growth	45	100	58	61	94	43	98	93	90	74
E-sel TNF inh	-1	9	-54	-11	42	x	8	1	12	x

#51 COc1ccc(/C=C/C(=O)Nc2cc(C)on2)cc1
#52 Cc1cccc(C(=O)NCc2ccc(S(N)(=O)=O)cc2)c1[N+](=O)[O-]
#53 CN(C)C(=O)c1c(-c2ccccc2)oc2ccc(O)cc12
#54 CCCn1c(=O)n(N)c2ccccc21
#55 CCOc1ccc(C(=O)C[n+]2ccccc2C)cc1
#56 CC1=Nc2ccc(C)c3nc(C)cc(c23)N1c1ccc(C)cc1
#57 Cc1c(NC(=S)NC(NC(=O)C(C)(C)C)C(Cl)(Cl)Cl)c(=O)n(-c2ccccc2)n1C (configuration not stated)

compound no.	51	52	53	54	55	56	57
GALR2 blocker	15	1	8	8	2	7	-7
NPY-Y2 antag	3	1	0	6	-1	6	-1
Yeast growth inh	-48	-5	-1	-33	3	-15	-9
MRP-1 activ	-1.1	1.0	-2.7	-2.3	1.6	-4.3	3.5
Measles CPE	3	14	4	18	2	2	35
PTEN del growth	88	100	102	104	97	77	102
Phagocytosis inh	0	x	0	-1	-12	x	x
Yeast life ext	-4	7	-14	1	2	x	-2
bCat KO growth	93	103	98	94	85	62	92
E-sel TNF inh	8	4	14	x	15	x	-3

Entries listed so far with bromine (two):
#1 O=C(COC(=O)Cc1ccc(Br)cc1)NC12CC3CC(CC(C3)C1)C2
#14 O=C(N/C(=C\c1cccnc1)C(=O)N1CCOCC1)c1cccc(Br)c1

compound no.	1	14
GALR2 blocker	2	-7
NPY-Y2 antag	3	1
Yeast growth inh	-68	-35
MRP-1 activ	0.5	-1.8
Measles CPE	13	23
PTEN del growth	109	94
Phagocytosis inh	0	0
Yeast life ext	3	9
bCat KO growth	104	97
E-sel TNF inh	-13	-17

Quoted at random: 4 records from the list.
#1 O=C(COC(=O)Cc1ccc(Br)cc1)NC12CC3CC(CC(C3)C1)C2
#3 COC(=O)/C(=C1/Oc2cc3c(cc2S1)OCO3)C(F)(F)F
#56 CC1=Nc2ccc(C)c3nc(C)cc(c23)N1c1ccc(C)cc1
#21 CCOc1ccc(-c2nnn(CC(=O)c3ccc4c(c3)OCCO4)n2)cc1OCC

compound no.	1	3	56	21
GALR2 blocker	2	10	7	2
NPY-Y2 antag	3	7	6	6
Yeast growth inh	-68	-58	-15	-18
MRP-1 activ	0.5	2.3	-4.3	-0.1
Measles CPE	13	7	2	4
PTEN del growth	109	111	77	80
Phagocytosis inh	0	x	x	0
Yeast life ext	3	37*	x	-10
bCat KO growth	104	107	62	85
E-sel TNF inh	-13	-11	x	-2
